Bioassay records deposited in PubChem BioAssay by several laboratories.
CDK5 p35 inh – inhibitors of human CDK5/p35 kinase | inhibition, % at 10 µM | Q00535+Q15078 | Recombinant CDK5/p35, ADP-Glo luminescence, 60 min | AID 488839 | hit rate 0.01% among 330,000;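 active = highest replicate inhibition of at least 50% and at least 75% of replicates reaching 50%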;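 note: plate controls were DMSO neutral control for no effect and GW8510 at 10 µM for full effect; many of its hits are not listed in these tables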
Target sequence (Q00535 whole entry, looked up): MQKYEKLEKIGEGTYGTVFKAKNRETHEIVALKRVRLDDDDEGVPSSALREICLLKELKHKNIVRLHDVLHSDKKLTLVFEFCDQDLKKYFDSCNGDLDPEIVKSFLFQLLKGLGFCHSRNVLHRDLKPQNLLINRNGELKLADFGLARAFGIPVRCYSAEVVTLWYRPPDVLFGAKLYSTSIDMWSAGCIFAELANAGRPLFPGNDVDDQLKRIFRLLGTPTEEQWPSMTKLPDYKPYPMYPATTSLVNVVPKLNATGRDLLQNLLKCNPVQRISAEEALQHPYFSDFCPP
Target sequence (Q15078 whole entry, looked up): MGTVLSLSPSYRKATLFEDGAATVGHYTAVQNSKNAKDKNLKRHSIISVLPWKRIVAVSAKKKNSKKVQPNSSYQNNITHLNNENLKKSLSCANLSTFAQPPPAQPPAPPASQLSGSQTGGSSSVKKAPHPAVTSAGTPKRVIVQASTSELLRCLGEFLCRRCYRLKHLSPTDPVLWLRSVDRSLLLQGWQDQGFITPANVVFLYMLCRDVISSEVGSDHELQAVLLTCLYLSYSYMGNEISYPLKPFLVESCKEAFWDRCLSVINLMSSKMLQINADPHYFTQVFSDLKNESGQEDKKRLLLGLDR
PKA-R1A activ – activates the PKA-R1A holoenzyme complex | PKA-R1A dissociation, Cy5-IP20 fluorescence polarization; scaled: DMSO 0%, 113 µM cGMP 100% | hit rate 0.083% among 340,000 | P00514+P68181 | activation, % at 11.4 µM | AID 504707;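 active = percent activation above the mean of all tested compounds plus 3 SD, cut at about 19% in these data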;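 note: higher means more PKAc released from R1A so a rise in polarization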
HTR5A ag – activates human HTR5A in OPRM1-OPRD1 agonist counter-screen; P47898; HTR5A agonist assay, luminescence, cell-based; activation, % at 9.3 µM; hit rate 0.61% among 340,000; AID 504692; in the data active = activation mostly above about 9.5%, no sharp cut-off; inactive = mostly below about 7.6%;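 note: 0% = cells with vehicle only and 100% = reference agonist; strong numbers were not always called active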
Target sequence (P47898 whole entry, looked up): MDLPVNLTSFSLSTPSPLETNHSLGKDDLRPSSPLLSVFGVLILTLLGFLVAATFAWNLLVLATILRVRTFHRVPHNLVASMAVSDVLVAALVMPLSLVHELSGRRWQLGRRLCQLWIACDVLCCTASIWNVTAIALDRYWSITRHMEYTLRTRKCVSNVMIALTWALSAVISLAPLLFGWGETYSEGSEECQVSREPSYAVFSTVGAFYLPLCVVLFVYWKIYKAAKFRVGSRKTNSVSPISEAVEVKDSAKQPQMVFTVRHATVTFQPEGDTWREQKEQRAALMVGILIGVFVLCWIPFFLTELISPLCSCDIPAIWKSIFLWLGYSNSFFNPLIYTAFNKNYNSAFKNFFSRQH
E coli growth – reduces bacterial viability in AddAB counter-screen | E. coli V3065 growth, OD600 absorbance, 18 h | inhibition, % at 11.9 µM | hit rate 0.27% among 330,000 | AID 449728;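 active = inhibition above the campaign's mean inhibition across all tested compounds plus 3 SD, cut at about 9.9% in these data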;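 note: uninfected addAB+ strain grown without phage in ampicillin broth; 0% = DMSO wells and 100% = ciprofloxacin 0.95 µg/ml wells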
PKA-R2B activ – activators of human PKA-R2B complex; PKA-R2B holoenzyme dissociation, Cy5-IP20 fluorescence polarization; R2B truncated from residue 108, S112A mutant; 0% DMSO only, 100% 113 µM cGMP; activation, % at 11.4 µM; P22694+P31323; hit rate 0.079% among 340,000;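 active = activation above a cutoff set at the mean over all compounds plus 3 SD, cut at about 18% in these data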;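 note: higher means more holoenzyme dissociation and a rise in polarization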
DAGLB inh – diacylglycerol lipase beta (human) inhibition; Q8NCG7; HEK293T DAGLB membrane lysate, EnzChek fluorogenic substrate; inhibition, % at 5.17 µM; hit rate 0.059% among 340,000; in the data active = inhibition above about 34%;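 note: 0% = enzyme with vehicle and 100% = wells lacking enzyme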
AddAB inh – less growth of phage-infected E. coli with AddAB. E. coli expressing H. pylori AddAB, absorbance growth. hit rate 0.29% among 330,000. AID 435030. inhibition, % at 11.9 µM; in the data active = inhibition above about 12%;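 note: 0% = vehicle wells of infected cells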
Tat export inh – inhibitors of E. coli Tat protein transport. E. coli MC4100 TorA-mCherry Tat export, fluorescence. inhibition, % at 10 µM. hit rate 0.036% among 340,000. AID 488895;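 active = mean replicate inhibition at least 50% and at least half of replicates individually reaching 50%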;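 note: exported cargo escapes ClpAP degradation while cytoplasmic cargo is degraded and loses fluorescence; 0% = median of neutral control wells and 100% = median of NaSCN control wells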
Mot1-301 SUMO – SUMOylation pathway inhibition by Mot1-301 growth rescue | hit rate 1% among 320,000 | AID 2716 | S. cerevisiae Mot1-301 growth rescue, ATP luminescence, 38.5C; percent above DMSO median, 100 means doubled | growth rescue, % at 18.8 µM;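 active = every valid replicate shows activation above 250% relative to neutral control wells; inactive = the rest, any valid replicate at or below 250%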;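 note: OY570 slx delta 5 strain wells were the positive control but not used for scaling; some compounds called inactive have numbers as strong as hits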
phage Ecoli inh – E. coli growth loss with phage present. growth absorbance. inhibition, % at 11.9 µM. hit rate 0.26% among 360,000; in the data active = inhibition above about 11%
HTR5A inv ag – counter-screen for OPRM1-OPRD1 inverse agonists: human HTR5A inverse agonism; inhibition, % at 9.3 µM; hit rate 0.083% among 340,000; HTR5A cell line, luminescence; in the data active = inhibition mostly above about 23%, no sharp cut-off; inactive = mostly below about 18%;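 note: 0% = cells with DMSO and 100% = no-cell wells with DMSO; some compounds called inactive have numbers as strong as hits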
* marks the source's active call; other numbers are inactive results; x = not tested or not shown; + = active, no number.

SMILES | CDK5 p35 inh | PKA-R1A activ | HTR5A ag | E coli growth | PKA-R2B activ | DAGLB inh | AddAB inh | Tat export inh | Mot1-301 SUMO | phage Ecoli inh | HTR5A inv ag
Nc1ccc(C(CC(=O)O)n2cccc2)cc1 (stereo unspecified) | -9.0 | -4 | -4 | 0.6 | -3 | -2 | 0.1 | 15 | 7 | 3.3 | 10
O=C(COc1ccc2ccccc2c1)N/N=C/c1ccccn1 | -8.5 | 7 | -1 | -2.7 | -8 | -3 | -2.3 | 1 | -6 | 3.2 | 2
COc1cc(NC(=O)CSc2nc3[nH]ncc3c(=O)n2-c2ccccc2C)cc(OC)c1OC | -0.1 | 2 | 3 | -1.3 | 1 | -1 | 0.2 | -10 | -20 | 3.6 | 4
CCn1c(=N)n(CC(=O)C23CC4CC(CC(C4)C2)C3)c2ccccc21 | 0.1 | -1 | 1 | 0.4 | 3 | -7 | 2.4 | 8 | 163 | 0.3 | -8
Cc1cc(C)c(C)c(S(=O)(=O)NCCCN2CCCC2=O)c1C | -3.3 | 4 | -5 | 3.8 | 9 | 0 | 1.5 | -11 | -4 | 2.2 | 12
COc1cccc(NC(=O)Cn2nnc(C(=O)NCc3cccs3)c2N)c1 | -0.9 | 4 | -3 | -0.3 | 2 | -4 | 3.4 | 1 | -10 | 2.7 | 13
Clc1ccc(Nc2nc(-c3ccncc3)cs2)cc1 | -0.7 | -6 | 8 | 1.7 | 17 | 2 | 1.3 | 3 | x | 1.3 | 5
Cc1cc(C)nc(NC(=O)c2cc3ccccc3o2)n1 | 1.3 | -8 | 1 | 3.9 | -1 | 3 | 1.8 | 8 | -13 | 1.1 | 9
O=C(Nc1ccccc1)Nc1ccc2ccccc2n1 | 1.2 | -4 | 1 | 0.8 | -2 | 0 | -0.7 | -8 | 6 | -1.0 | -4
CCC(=O)N(Cc1cc(=O)[nH]c2ccccc12)c1cccc(C)c1 | -1.1 | 8 | 0 | 2.0 | -6 | 4 | 0.6 | -14 | -6 | 1.3 | 16
N#CC1=C(N)Oc2n[nH]c(-c3ccccc3)c2C1c1ccsc1 (stereo unspecified) | -2.5 | -2 | 0 | -1.0 | -10 | 4 | -2.2 | 8 | 73 | 2.4 | 1
COc1ccc(-n2c(SCC(=O)Nc3nccs3)nnc2-c2ccc(Cl)cc2)cc1 | -3.4 | -9 | 0 | x | -11 | 2 | x | -1 | x | 5.1 | 16
COc1ccccc1C(=O)NC(=O)COC(=O)C1CC2CCCC(C1)C2=O (stereo unspecified) | 0.1 | -11 | -2 | x | -10 | 1 | x | 2 | -1 | 0.9 | 15
COc1ccc(CC(=O)N(Cc2ccccc2)c2cccc(C)c2)cc1OC | -2.2 | 3 | 1 | -1.1 | -7 | -1 | 0.1 | 0 | -30 | 1.0 | -2
CCCSc1nc2c(cnn2-c2ccc(Cl)cc2)c(=O)[nH]1 | -14 | -3 | 2 | 0.7 | -9 | -1 | 2.3 | 2 | 48 | -1.2 | -5
Fc1ccccc1-c1nnc2ccc3ccccc3n12 | 0.5 | -10 | 4 | -1.3 | 5 | -1 | 0.7 | 1 | 17 | 2.9 | 19
COc1ccc(/C=C/C(=O)OCn2c(SC)nnc(C)c2=O)cc1OC | -0.5 | -5 | 0 | 1.2 | -6 | -3 | 1.8 | 15 | 6 | 5.3 | 1
CCN(CC)Cc1nc2sc(C)c(C)c2c(=O)[nH]1 | -4.3 | 10 | 0 | 3.8 | 3 | 0 | 5.3 | 1 | 5 | 2.0 | 26
CCOC(=O)C1CCN(C2=C(NS(=O)(=O)c3ccc(Cl)cc3)C(=O)c3ccccc3C2=O)CC1 | 0.7 | 4 | -6 | 0.8 | -7 | 22 | -0.2 | 3 | 8 | -1.4 | 15
CCn1cc(C(=O)OCC(=O)c2cc(C)n(-c3cccc(C(F)(F)F)c3)c2C)c(=O)c2ccc(C)nc21 | 0.3 | -15 | 3 | -2.0 | -6 | -2 | 2.0 | 16 | -15 | 5.9 | 14

Quoted at random: four records from the list
SMILES | CDK5 p35 inh | PKA-R1A activ | HTR5A ag | E coli growth | PKA-R2B activ | DAGLB inh | AddAB inh | Tat export inh | Mot1-301 SUMO | phage Ecoli inh | HTR5A inv ag
COc1ccc(CC(=O)N(Cc2ccccc2)c2cccc(C)c2)cc1OC | -2.2 | 3 | 1 | -1.1 | -7 | -1 | 0.1 | 0 | -30 | 1.0 | -2
Fc1ccccc1-c1nnc2ccc3ccccc3n12 | 0.5 | -10 | 4 | -1.3 | 5 | -1 | 0.7 | 1 | 17 | 2.9 | 19
COc1cccc(NC(=O)Cn2nnc(C(=O)NCc3cccs3)c2N)c1 | -0.9 | 4 | -3 | -0.3 | 2 | -4 | 3.4 | 1 | -10 | 2.7 | 13
CCCSc1nc2c(cnn2-c2ccc(Cl)cc2)c(=O)[nH]1 | -14 | -3 | 2 | 0.7 | -9 | -1 | 2.3 | 2 | 48 | -1.2 | -5

New compounds follow
SMILES | CDK5 p35 inh | PKA-R1A activ | HTR5A ag | E coli growth | PKA-R2B activ | DAGLB inh | AddAB inh | Tat export inh | Mot1-301 SUMO | phage Ecoli inh | HTR5A inv ag
CCOC(=O)C1CCCN(C(=O)c2ccc(OC)c([N+](=O)[O-])c2)C1 (stereo unspecified) | 0.2 | -1 | 6 | 4.4 | -9 | 1 | 3.5 | 4 | -1 | -0.1 | 6
CC(=O)Nc1c(-c2cc(=O)oc3cc(C)ccc23)oc2ccccc12 | 0.2 | 5 | 2 | x | 7 | 0 | x | 19 | x | 1.3 | -6
C/C(=N\Nc1ccc([N+](=O)[O-])cc1)c1ccc(N2CCOCC2)cc1 | 2.6 | -3 | -7 | -2.5 | -9 | 6 | -3.9 | 8 | 148 | 3.8 | 19
Cc1ccc(C(=O)Nc2cc(C(F)(F)F)ccc2-n2cncn2)o1 | -2.2 | -1 | -5 | 3.2 | 4 | -1 | 1.0 | -2 | 6 | -0.1 | 14
Brc1cccc(OCCN2CCOCC2)c1 | 0.3 | 2 | -5 | -0.9 | 3 | 0 | 1.7 | 0 | -12 | 0.7 | 16
O=C(Cn1cc(C(F)(F)F)ccc1=O)N/N=C/c1ccccc1O | -2.1 | 3 | 0 | -2.0 | -1 | 1 | 3.2 | -1 | 1 | -1.5 | -2
NC(=O)c1cnn2c1NC(c1ccc(F)cc1)CC2C(F)(F)F (stereo unspecified) | 0.4 | -9 | 3 | 1.7 | -3 | 2 | 2.3 | -1 | 14 | 2.2 | -8
C#CCNC(=O)C1=C[C@@H](c2coc3ccccc3c2=O)C[C@@H](OCCCCO)O1 | -0.1 | -8 | 6 | 1.0 | -7 | -4 | -0.5 | 0 | -6 | 2.9 | 10
Cc1nc(Cl)c(Cl)n1CCOc1ccccc1 | -0.4 | x | x | -0.6 | x | x | 1.8 | -6 | -11 | 1.6 | x
COc1cccc(CNC(=O)CCS(=O)(=O)c2ccc3c(c2)NC(=O)C(C)S3)c1 (stereo unspecified) | x | -1 | 1 | -3.5 | 5 | 2 | 0.7 | -1 | -1 | 0.6 | -5
COC(=O)c1[nH]c2cccc(OC)c2c1NC(=O)CN1CCN(c2cccc(OC)c2)C(C)C1 (stereo unspecified) | 1.3 | 4 | 1 | 1.9 | -7 | 4 | 3.0 | 1 | 9 | 2.9 | -21
O=C(Cc1csc(N2CCOCC2)n1)N/N=C/c1cccc(O)c1 | 0.3 | -2 | 3 | -1.8 | -8 | -5 | 1.6 | 9 | 29 | x | 7
O=C(NCc1cc([N+](=O)[O-])ccc1O)c1cccnc1Sc1ccccc1 | 0.8 | -3 | 3 | -0.4 | 4 | -1 | 0.9 | 0 | 306 | 3.9 | 2
COc1cc(/C=C2\C(=N)N3N=C(S(C)(=O)=O)SC3=NC2=O)ccc1OC(=O)c1cccs1 | x | -10 | 2 | -2.6 | 3 | 4 | 3.1 | 1 | -17 | 0.2 | -8
CC1CCC2(CC1)NC(=O)N(CC(=O)Nc1ccc3[nH]c(=O)[nH]c3c1)C2=O (stereo unspecified) | 2.3 | -6 | 7 | 0.6 | -1 | -2 | -0.7 | 1 | 7 | 3.2 | 15
Cc1ccc2oc(=O)c3cnn(CC(=O)N(CCC(C)C)Cc4ccco4)c3c2c1 | 0.5 | -13 | -1 | 1.4 | -4 | -9 | -4.0 | 6 | 1 | -0.2 | -25
CCCc1nnc(SCC(=O)N2CCCCC2C)n1CCOC (stereo unspecified) | 1.1 | 4 | -8 | -0.1 | 1 | 2 | 2.9 | 4 | -12 | 2.1 | 22
CC(=O)Nc1c(N)c2ccccc2oc1=O | 0.6 | -4 | 6 | -1.0 | -9 | 1 | -1.5 | 3 | -12 | 4.6 | -16
O=C(NCCc1ccccc1)c1ccc(CS(=O)(=O)c2ccc(Br)cc2)o1 | 0.5 | 4 | 2 | 0.7 | -5 | 1 | 1.2 | -2 | -13 | 3.1 | 5
CC(=O)/C(=C/N(C)C)Sc1ccc(C)cc1 | 4.9 | -8 | 8 | -0.8 | -5 | 5 | 4.7 | 9 | 0 | 1.8 | -24
CC(=O)Nc1ccc(S(=O)(=O)Nc2nc3ccccc3nc2N2CCCCCC2)cc1 | -2.0 | 12 | -6 | -1.4 | 6 | 4 | 0.7 | 19 | -5 | 0.0 | 16
CSc1nc(C2CC2)cc(-c2cccs2)c1C#N | 0.0 | 9 | 0 | 2.5 | 0 | -15 | 2.2 | 0 | 17 | -1.1 | 6
COc1cccc(N2CCN(CC(=O)Nc3ccccc3C(=O)NCCc3ccccc3)CC2)c1 | -2.0 | 3 | 3 | -1.9 | -8 | 2 | 2.8 | 9 | 4 | 3.3 | -6
CCOC(=O)c1cnn(-c2ncnc3sc(CC)cc23)c1N | -0.1 | -11 | -1 | 1.7 | 0 | -2 | 2.8 | -5 | 62 | 2.6 | -5
CCN(Cc1ccc2c(c1)OCCO2)C(=O)CSc1nc(C)nc2sc(C)c(C)c12 | 0.8 | -9 | 2 | 0.0 | 2 | -7 | 1.1 | -3 | -3 | -0.5 | -4
O=C(CSc1nnc(NC(=O)CN2CCOCC2)s1)Nc1ccccc1 | 0.7 | -1 | 3 | -0.2 | 5 | -4 | 4.5 | -6 | + | 1.7 | -5
Cc1cc(C)c(NC(=O)Cn2nnc(C(=O)NCc3ccco3)c2N)c(C)c1 | 0.1 | -16 | 1 | 3.0 | -2 | -2 | 4.0 | -4 | 4 | 1.4 | 7
S=c1[nH]nc(COc2ccccc2)n1/N=C/c1ccccc1Cl | 3.2 | -9 | -1 | -2.6 | -8 | 7 | 0.3 | 14 | 5 | -0.1 | 3
O=C(N/N=C/C=C/c1ccccc1)c1cc(C2CC2)[nH]n1 | 0.7 | -11 | -3 | 0.9 | 5 | 3 | 0.2 | -4 | -14 | 1.5 | -12
OC(C#CCN1CCCCC1)(c1ccccc1)c1ccccc1 | -0.7 | 14 | 0 | -1.3 | 0 | 2 | -1.0 | -9 | 9 | -0.5 | -6
CC(C)N1C(=O)CC(Nc2cccc3cccc(N)c23)C1=O (stereo unspecified) | -0.1 | -6 | -1 | x | -5 | 5 | x | -2 | x | 1.0 | 2
CCOc1ccc(/C=N/n2cnnc2)cc1 | -1.3 | 1 | 5 | -0.5 | 9 | 0 | 0.9 | 8 | -12 | -0.2 | 6
CCOC(=O)COc1ccc(/C=C2\NC(=S)N(CC)C2=O)cc1 | 1.7 | -14 | -1 | -1.4 | 2 | -2 | 1.0 | 10 | x | 2.8 | -7
